Ecoli viability = bacterial growth inhibition, counter-screen for AddAB inhibitors. E. coli V3065 growth, OD600 absorbance, 18 h. inhibition, % at 11.9 µM. 330,000 tested, 0.27% active. AID 449728;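 active means inhibition above the campaign's mean inhibition across all tested compounds plus 3 SD, cut at about 9.9% in these data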;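 further: uninfected addAB+ strain grown without phage in ampicillin broth; 0% = DMSO wells and 100% = ciprofloxacin 0.95 µg/ml wells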
Wnt act = activates Wnt/beta-catenin signaling in a reporter cell assay | 300,000 tested, 1.2% active | activator, plate reader | activation, % at 9.35 µM; in the data active means activation above about 30%, passing the limit was not always enough; inconclusive means no clear call, values can overlap the other calls;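 further: 0% = neutral control wells and 100% = positive control wells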
PfHsp90 yeast 2 = reduces growth (ATP signal) of yeast expressing P. falciparum Hsp90 | inhibition, % at 9.4 µM | 310,000 tested, 0.32% active | S. cerevisiae expressing PfHsp90, BacTiter-Glo ATP, 48 h; yeast lacking PDR1 and PDR3 efflux regulators | AID 504621;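 active means every replicate shows inhibition above about 80%, whatever the replicate mean, limit read from the data; inconclusive means mean inhibition reaches the set limit but some replicate falls short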;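 further: 0% = DMSO neutral controls and 100% = 20 µM radicicol positive controls; yeast relying on Plasmodium falciparum Hsp90 in place of its own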
Tat export inh = blocks Tat-dependent protein export in E. coli; E. coli MC4100 TorA-mCherry Tat export, fluorescence; inhibition, % at 10 µM; 340,000 tested, 0.036% active;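 active means mean replicate inhibition at least 50% and at least half of replicates individually reaching 50%; inconclusive means only one of the two criteria met; inactive means neither criterion met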;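 further: exported cargo escapes ClpAP degradation while cytoplasmic cargo is degraded and loses fluorescence; 0% = median of neutral control wells and 100% = median of NaSCN control wells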
DAGLB inh = diacylglycerol lipase beta (human) inhibition; Q8NCG7; HEK293T DAGLB membrane lysate, EnzChek fluorogenic substrate; inhibition, % at 5.17 µM; 340,000 tested, 0.059% active; AID 504411; in the data active means inhibition above about 34%;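 further: 0% = enzyme with vehicle and 100% = wells lacking enzyme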
PvdQ inh = blocks Pseudomonas aeruginosa PvdQ acylase activity; purified PvdQ acylase, fluorescence plate reader; inhibition, % at 10 µM; 340,000 tested, 0.063% active; in the data active means inhibition above about 30%, passing the limit was not always enough; inconclusive means no clear call, values can overlap the other calls;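 further: 0% = vehicle neutral wells and 100% = reference inhibitor wells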
CAL PDZ inh = human CAL PDZ-peptide interaction inhibition; AID 504414; purified CAL PDZ, TMR-peptide fluorescence polarization, 1 h; Q9HD26; inhibition, % at 20 µM; 330,000 tested, 0.02% active;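 active means highest replicate inhibition of at least 40%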;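 further: plate controls were DMSO neutral control wells for no effect and unlabeled competitor peptide control wells for full effect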
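System: tagged CAL PDZ domain. Schedule: 1 h room-temperature incubation prior to read. Signal: fluorescence polarization (mP). Measure: percent inhibition from loss of millipolarization.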
phage Ecoli inh = E. coli growth loss with phage present; growth absorbance; inhibition, % at 11.9 µM; 360,000 tested, 0.26% active; in the data active means inhibition above about 11%
Rtt109 HAT inh = blocks Candida albicans Rtt109/Vps75 acetyltransferase activity | Q5AAJ8 | purified Rtt109/Vps75, ThioGlo CoA-SH fluorescence, 4 h | inhibition, % at 34.9 µM | 330,000 tested, 0.16% active | AID 540336;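 active means inhibition of at least 50% in every replicate; inconclusive means best replicate reaches 50% inhibition but some replicates fall short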
Target sequence (Q5AAJ8 whole entry, looked up): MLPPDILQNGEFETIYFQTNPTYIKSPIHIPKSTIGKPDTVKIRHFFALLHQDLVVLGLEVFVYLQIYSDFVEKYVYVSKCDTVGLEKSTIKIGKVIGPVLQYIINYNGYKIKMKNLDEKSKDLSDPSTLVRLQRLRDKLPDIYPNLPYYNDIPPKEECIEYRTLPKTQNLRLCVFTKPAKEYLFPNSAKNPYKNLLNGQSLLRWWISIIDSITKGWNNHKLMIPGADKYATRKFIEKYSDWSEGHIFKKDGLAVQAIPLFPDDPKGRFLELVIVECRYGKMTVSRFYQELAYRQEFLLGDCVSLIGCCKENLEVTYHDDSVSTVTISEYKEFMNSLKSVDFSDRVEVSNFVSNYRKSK
AddAB inh = less growth of phage-infected E. coli with AddAB; AID 435030; 330,000 tested, 0.29% active; E. coli expressing H. pylori AddAB, absorbance growth; inhibition, % at 11.9 µM; in the data active means inhibition above about 12%;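 further: 0% = vehicle wells of infected cells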
* = called active by the depositor; ? = inconclusive; nt = no result given.

structure,Ecoli viability,Wnt act,PfHsp90 yeast 2,Tat export inh,DAGLB inh,PvdQ inh,CAL PDZ inh,phage Ecoli inh,Rtt109 HAT inh,AddAB inh
CN(C)/N=C/c1ccc(N2CCOCC2)cc1,0.2,1,2,-7,1,-9,-0.7,1.6,6,-0.9
CC(=O)NS(=O)(=O)c1ccc2sc(C)nc2c1,-2.9,1,5,0,-1,-16,-0.3,2.0,-8,0.7
CCOc1cc2[nH]c(=S)n(CCCN3CCCC3=O)c(=O)c2cc1OCC,1.6,nt,-9,1,2,-6,-1.4,0.3,6,-0.3
CC(C)Oc1ccc(S(=O)(=O)N2CCCCC2)cc1NC(=O)CN1C(=O)NC2(CCCC2)C1=O,-1.5,1,3,-4,0,0,-2.8,1.6,2,-1.7
Cc1ccc(/C(N)=N/OC(=O)c2ccc3ccccc3c2)cc1,-1.2,1,5,-10,0,-2,-0.1,1.9,1,1.8
CCOC(=O)N1CCN(CC(O)COc2c(C)cccc2C)CC1 (stereo unspecified),-1.9,-4,-1,7,-2,-12,-3.2,0.7,-6,2.5
COC(=O)C1=C(C)N=C2SC(C)C(=O)N2C1c1ccc(C(=O)OC)cc1 (stereo unspecified),-3.0,nt,4,3,1,-1,0.6,-0.2,4,-1.0
O=C(O)CCN1C(=O)C2C3c4ccccc4C(c4ccccc43)C2C1=O (stereo unspecified),2.4,1,11,2,0,2,-0.8,2.0,1,0.2
O=C(Nc1ccc(C(=O)O)cc1)/C(=C/c1cccc(Br)c1)NC(=O)c1ccco1,-0.3,0,10,2,2,1,-3.4,2.6,nt,-1.0
CCCCc1nc2n[nH]c(N)c2c2c1CCC2,-2.3,nt,0,-4,0,-12,-0.6,3.9,-3,4.2
COCc1cc(=O)[nH]c(/N=C(\N)Nc2ccc(C)cc2)n1,0.5,nt,20,4,-1,-8,-1.2,2.6,8,0.2
O=C(OCC(=O)N1CCCCC1)c1ccccc1SCC(=O)N1CCCCC1,-0.1,-1,3,2,-4,-9,18,-1.2,0,-2.0
OCCNCC1(O)C2CC3CC(C2)CC1C3 (stereo unspecified),3.4,-4,nt,7,0,3,-6.8,-1.2,-9,-7.9
O=C(O)CNS(=O)(=O)c1ccc2c(c1)CCCC2,-0.4,0,nt,-8,1,0,1.1,3.3,-2,-1.0
Cn1c(C(=O)OCC(=O)NCCc2ccccc2)cc2sccc21,2.7,0,25,21,-5,2,-0.5,1.6,-2,2.2
Cc1c(C#N)c(N=CN(C)C)c(C(=O)c2ccc(Br)cc2)n1-c1ccccc1,-2.8,nt,22,-4,1,-13,-2.3,0.0,nt,-0.1
COC(=O)Oc1ccc(/C=N/NC(=O)CN(c2ccccc2Cl)S(C)(=O)=O)cc1OC,0.1,-1,-1,9,-2,7,-4.1,-0.1,25,1.7
O=[N+]([O-])c1nn(-c2ccc3c(c2)OCCO3)n(O)c1=Nc1ccc(Cl)cc1,1.1,-7,35,2,10,-10,0.3,2.3,-15,-15
Cc1cc(C)c(OCCNC(=O)c2ccccc2Sc2ccccc2C#N)c(C)c1,-1.1,-4,-6,5,-5,-9,-0.4,6.1,1,-1.1
N#CCc1c(C#N)c(N)nc(N2CCN(Cc3ccc4c(c3)OCO4)CC2)c1C#N,-1.8,nt,6,-3,2,-12,-2.2,1.4,-1,-1.7
C=CCNCC(=O)Nc1sc2c(c1C(=O)Nc1ccc(OC)cc1OC)CCC2,-2.4,-31,2,2,-8,-6,-0.1,4.2,-1,0.2
COc1cc(C=O)ccc1OC(=O)c1cccnc1,1.5,-1,-11,-6,-5,11,-1.1,-1.4,17,0.1
CC(OC(=O)COc1ccccc1Cc1ccccc1)C(=O)N(C)c1ccccc1 (stereo unspecified),-2.3,0,-17,15,-4,0,-2.0,1.4,1,-0.2
Cn1c(=O)c(C(=O)NNC(=O)c2cccc(Cl)c2)c(O)c2ccccc21,-3.5,-1,-12,-8,4,3,-0.6,-3.7,-1,-0.9
COc1ccccc1NS(=O)(=O)c1cccc(C(=O)N/N=C/c2ccc(OCC(=O)O)cc2)c1,-0.9,0,5,4,0,2,-1.0,5.1,-2,4.4
O=C(Nc1ccon1)c1sc2ccccc2c1Cl,1.8,nt,-6,-1,-1,-10,-2.1,2.7,1,1.0
CCOc1ccccc1-c1noc(CCCC(=O)NC2CCCCC2)n1,-1.6,-1,-2,-4,3,-8,-1.9,-0.6,-6,0.8
O=C(Cc1cccc2ccccc12)Nc1ccccc1,2.5,0,1,2,-7,3,0.1,-1.9,-23,5.7
CC(C)CN(C(=O)c1ccco1)c1nc2ccccc2s1,-0.3,4,-36,6,0,-5,-8.8,-1.3,-5,0.3
COc1cccc(C2/C(=C(/O)c3ccccc3)C(=O)C(=O)N2Cc2ccco2)c1 (stereo unspecified),-1.5,-3,21,-3,nt,-7,-2.8,0.8,1,1.2
COc1ccc(Cn2c(C)nc3c(c2=O)c2nc4ccccc4nc2n3Cc2ccco2)cc1,nt,0,-15,-7,5,-12,-2.9,-0.8,1,nt
CCOCCCNC(=O)c1c(N)n(-c2ccc(S(N)(=O)=O)cc2)c2nc3ccccc3nc12,-1.1,nt,1,0,1,-27,-0.2,4.3,-42,-0.7
CN(Cc1ccccc1)S(=O)(=O)c1ccc2c(c1)NC(=O)CC(=O)N2,-0.7,-2,1,-3,-2,-16,-0.2,2.1,-18,0.8
COc1cc(/C=C/C(=O)OCC(=O)NCC2CCCCC2)ccc1O,-1.2,17,-2,19,2,-8,-0.6,1.8,5,0.1
C=CCn1c(O)c(C2=c3ccccc3=NC2=O)sc1=Nc1ccc(O)cc1,-0.3,-6,-23,13,36*,-11,1.4,0.2,8,2.3
Cc1nc(N2CCC(C)CC2)c2c(C)c(C(=O)Nc3ccc(C(F)(F)F)cc3)sc2n1,-0.6,-5,3,-7,-5,1,-1.8,5.4,15,3.6
COc1cc(CC(=O)Oc2ccc3c(c2)OCO3)cc(OC)c1OC,-2.6,nt,10,0,-1,-12,-0.7,0.1,-1,5.0
O=C(O)/C=C/C(=O)NCc1ccccn1,1.0,-1,-8,-1,1,-10,-0.1,0.3,-2,-0.2
CN(C)/C(CN1CCCCC1)=C1\N=C(c2ccccc2)OC1=O,-0.2,-3,20,-6,-4,-14,-1.4,nt,-1,0.8
N#CCNC(=O)c1cccn1-c1ncc(C(F)(F)F)cc1Cl,3.4,38*,9,-7,2,-9,-1.3,3.7,1,3.0
COC(=O)c1ccc(NC(=O)c2ccc(NC(=O)c3ccco3)cc2)cc1,2.0,-8,-12,-1,-1,-18,-2.0,1.6,-17,1.2
COc1ccc(NC(C)=O)cc1S(=O)(=O)NC(Cc1ccccc1)C(=O)NC(C)c1ccccn1 (stereo unspecified),nt,1,1,-2,-1,-10,-0.9,0.8,-10,nt
O=[N+]([O-])c1cccc(S(=O)(=O)NCCc2cn3ccccc3n2)c1,0.3,-1,-9,-7,1,6,0.8,3.9,0,-0.8
c1ccc(-c2cncnc2)cc1,-1.4,4,1,1,-5,-3,-0.1,1.8,-4,0.6
CC(C)n1c(CNC(=O)c2ccccc2F)nnc1SCC(=O)c1ccc(F)cc1,nt,3,31,4,5,-9,0.1,1.4,-3,nt
CCOC(=O)C1(CC2CCCCO2)CCN(S(=O)(=O)c2ccsc2)CC1 (stereo unspecified),-0.7,-1,17,-10,1,6,0.5,2.9,-4,-1.4
C=CCN1C(=O)c2ccc(C(=O)N(C)CC(=O)Nc3ccc(Br)cc3C)cc2C1=O,-0.3,0,15,4,1,-9,-2.1,2.2,-12,-1.1
O=C(O)c1cc2ncc(-c3[nH]ncc3[N+](=O)[O-])cn2n1,2.5,-3,-12,1,1,-2,0.0,4.2,8,3.5
Cc1ccc(S(=O)(=O)Nc2nc3ccccc3nc2N2CCc3ccccc3C2)cc1,0.9,nt,-1,2,6,0,-4.0,1.9,-6,1.5
Cc1ccc(C)c(NC(=O)CSc2nnc(C)c(=O)n2N)c1,-1.9,nt,4,-5,-3,-12,-0.9,-1.1,0,0.9
COc1ccccc1-n1ccnc1SCC(=O)NC(C)(C)C,2.0,0,2,-4,-2,-2,0.2,0.0,-13,2.5
Cc1cc(OCC(=O)OCC(=O)N(C)Cc2ccccc2C)ccc1Cl,-2.1,-3,11,9,-3,-2,-0.7,-0.5,0,0.4
N#Cc1nc(COc2ccccc2F)oc1NCCCn1ccnc1,-0.6,5,0,-6,0,-2,-0.4,0.9,-3,2.9
C#CCNC(=O)C1=C[C@@H](c2coc3ccccc3c2=O)C[C@@H](OCc2ccc(CO)cc2)O1,0.5,1,0,8,0,1,-0.2,0.8,-7,4.3
CCOC(=O)c1cccc(NC(=O)Cn2cc3c(n2)CCC(C)C3)c1 (stereo unspecified),1.4,1,-16,-2,-1,0,-0.4,2.9,11,4.1
CC(=O)N1CCc2ccc(S(=O)(=O)N3CCN(C)CC3)cc21,1.0,nt,-16,4,0,6,0.7,4.1,-4,4.3
COc1cccc(CN2CCN(Cc3cc(OC)c(OC)cc3[N+](=O)[O-])CC2)c1,-2.4,nt,-4,?,1,-11,-0.7,nt,-7,-0.8
COCCN(C(=O)COC(=O)c1cccc2ccccc12)c1c(N)n(Cc2ccccc2)c(=O)[nH]c1=O,-2.7,-3,-2,7,-1,9,-2.0,1.7,15,-0.4
Cn1cc(CC(=O)NCCCN2CCOCC2)c2ccccc21,0.0,-1,14,7,-2,5,-1.5,5.3,nt,2.8

Compound activity (PubChem)

Random draw from the library; about 1.9% have a hit in one of these screens.
